TRHR ag = TRH receptor (human) agonism | P34981 | 360,000 compounds, 0.18% hits | AID 493084 | TRHR cells, calcium flux fluo-8, FDSS agonist mode | activation, % at 2 µM; note: 0% is about no effect
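Steps: seed TRHR cells overnight; add fluo-8 no-wash Ca dye, RT 30 min–1.5 h; record 10 s baseline; pin-transfer compounds; monitor fluorescence 1 cycle/s for the agonist window. Calcium increases flag candidate agonists.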
RXFP1 antagonist = antagonists of human relaxin receptor RXFP1. Q9HBX9. HEK293-RXFP1, relaxin-stimulated cAMP HTRF, 30 min; hits give low values. activity change, negative = inhibition, % at 57.5 µM. 350,000 compounds, 0.59% hits;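 active = activity change of -60% or lower, but not beyond a set lower limit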; note: % is set by controls: 0 for no effect and ±100 for the full control effect
Target sequence (Q9HBX9 whole entry, looked up): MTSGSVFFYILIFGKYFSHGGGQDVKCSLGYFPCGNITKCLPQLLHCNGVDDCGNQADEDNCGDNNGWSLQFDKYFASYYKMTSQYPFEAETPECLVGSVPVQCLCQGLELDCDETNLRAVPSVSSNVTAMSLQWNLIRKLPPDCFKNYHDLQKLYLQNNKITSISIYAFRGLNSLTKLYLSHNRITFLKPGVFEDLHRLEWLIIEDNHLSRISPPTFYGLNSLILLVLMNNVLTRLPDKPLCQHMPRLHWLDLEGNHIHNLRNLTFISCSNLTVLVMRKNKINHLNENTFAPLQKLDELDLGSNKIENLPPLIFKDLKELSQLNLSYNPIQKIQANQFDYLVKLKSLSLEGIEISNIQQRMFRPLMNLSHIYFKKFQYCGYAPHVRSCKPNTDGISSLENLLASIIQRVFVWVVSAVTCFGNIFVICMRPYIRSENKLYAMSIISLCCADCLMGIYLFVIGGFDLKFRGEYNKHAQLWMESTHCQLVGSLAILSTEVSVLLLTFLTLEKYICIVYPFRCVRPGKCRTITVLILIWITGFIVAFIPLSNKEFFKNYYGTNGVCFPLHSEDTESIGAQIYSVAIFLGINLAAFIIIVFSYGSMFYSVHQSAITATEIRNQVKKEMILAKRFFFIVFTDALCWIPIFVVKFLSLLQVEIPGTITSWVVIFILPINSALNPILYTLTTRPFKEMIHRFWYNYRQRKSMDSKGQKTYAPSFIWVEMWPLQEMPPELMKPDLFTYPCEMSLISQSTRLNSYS
D1 ag = human D1 receptor agonism. P21728. HEK293 T-REx D1 cells, calcium flux, agonist mode. activation, % at 2 µM. 360,000 compounds, 1% hits. AID 504660; note: 0% is about no effect
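Tetracycline-induced HEK293 TREx D1 cells, force-coupled to calcium signalling, were dye-loaded with a no-wash calcium kit. Compound was pin-added after a 10 s baseline. Fluorescence was read kinetically at 1 cycle/s for 180 s, with calcium rises flagged as agonism.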
TRHR enhancer = allosteric enhancers of human TRH receptor; P34981; TRHR cells, fluo-8 calcium fluorescence, EC20 TRH enhancement; enhancement, % at 2 µM; 360,000 compounds, 0.66% hits; in the data active = enhancement above about 30%; note: 0% is about no effect
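TRHR-expressing cells loaded with fluo-8 calcium dye were read kinetically (ex 480/em 530) during compound addition, then stimulated with an EC20 of TRH (10 nM final). Enhancement of the Gq-mediated intracellular calcium response was scored.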
D2 agonist = agonists of human D2 dopamine receptor; P14416; HEK293 T-REx D2 cells, calcium flux agonist mode; activation, % at 2 µM; 340,000 compounds, 0.53% hits;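 active = activation over 3 SD above normal in the single-dose calcium agonist read, cut at about 30% in these data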; note: 0% is about no effect
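Agonism scored from kinetic calcium signal (1 read/sec, 180 s) following compound pin transfer, after a 10 s baseline. Cells: HEK293 Trex line expressing inducible D2 receptor coupled to calcium, dye-loaded after overnight culture at 30 C.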
D2 potentiator = D2 dopamine receptor (human) potentiation | 340,000 compounds, 0.34% hits | AID 485347 | potentiation, % at 10 µM | P14416 | HEK293 T-REx D2, calcium flux, EC20 dopamine potentiation;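 active = potentiation over 3 SD above the plate norm, cut at about 30% in these data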; note: 0% is about no effect
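Primary screen. Calcium kinetics in induced HEK293 T-REx D2 cells: compound pre-addition 180 s, EC20 dopamine, 180 s more.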
D1 PAM = enhances dopamine response at the human D1 receptor; P21728; HEK293 TREx D1 cells, calcium flux, dopamine EC20 potentiation; potentiation, % at 10 µM; 360,000 compounds, 0.036% hits; AID 504651; in the data active = potentiation above about 30%; note: 0% is about no effect
D1 antagonist = human D1 dopamine receptor antagonism | P21728 | HEK293 TREx D1 cells, calcium flux, dopamine EC80; hits give low values | activity change, negative = inhibition, % at 10 µM | 360,000 compounds, 3.2% hits | AID 504652; in the data active = activity change below about -30%; note: % is set by controls: 0 for no effect and ±100 for the full control effect
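After overnight tetracycline induction at 30 C, force-coupled D1 HEK293 cells took up a no-wash calcium dye at room temperature. Compounds were added and monitored 180 s, and the response to EC80 dopamine was then recorded.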
D2 antagonist = D2 dopamine receptor (human) antagonism | HEK293 TREx D2 cells, calcium flux, dopamine EC80 | inhibition, % at 10 µM | P14416 | 340,000 compounds, 2% hits | AID 485344; in the data active = inhibition above about 30%; note: 0% is about no effect
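Antagonism is scored as inhibition of an EC80 dopamine-evoked calcium signal in a force-coupled, tetracycline-inducible HEK293 T-REx D2 line, with compound present 180 s before agonist.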
* hit, by the source's call; · = no result given; & = joins results of further samples. Cut-off read from the data, not from the text of the source, unless noted: active = activation above about 30%; inactive = the rest.

Molecule	D1 antagonist	TRHR enhancer	RXFP1 antagonist	TRHR ag	D1 PAM	D2 potentiator	D2 agonist	D1 ag	D2 antagonist
CNC(=O)C(=O)NCC1OCCN1S(=O)(=O)c1ccc([N+](=O)[O-])cc1 (stereo not drawn)	-22	1	9	-1.1	-9	-8	1.5	-2	18
CC(C)Oc1ccccc1-c1nc(SCC(=O)c2ccc(F)cc2)n[nH]1	13	2	·	0.2	2	-2	0.6	0	·
O=C(COc1ccccc1)Nc1ccccc1F	4	-3	3	0.0	-5	-4	-0.2	0	-6
NC(=O)N/N=C/c1cc(Br)ccc1OC(=O)c1ccccc1	-19	-4	0	2.1	2	0	0.6	0	-4
CCOC(=O)c1c(Oc2ccc(OC)cc2)nnc(-c2ccccc2)c1-c1ccccc1	-2	-14	-19	0.9	-1	7	0.9	6	·
CCCc1nc2n[nH]c(N)c2c2c1CCC2	5	2	-9	0.2	-7	14	0.8	2	10
Cc1cccc(NC(=S)N(CCc2nc3cc(C)c(C)cc3[nH]2)Cc2cccnc2)c1	28	-8	-14	-0.5	-4	-10	0.1	0	7
CSc1nsc(SCC(=O)Nc2ccccc2C(N)=O)n1	15	-13	4	-0.8	2	2	-0.1	-2	-3
CCOCCOc1nc2c(c(=O)n(C)c(=O)n2C)n1CCc1ccccc1	-4	-1	-4	-0.9	-18	·	·	1	·
O=C(O)CCCC(=O)N1N=C(c2ccccc2)CC1c1ccc2nccnc2c1 (stereo not drawn)	6	46*	-26	0.2	-1	-6	-0.2	3	-2
COCCCC1CCN(C(=O)CCc2nnc(CCCCc3ccccc3)o2)CC1	-20	-2	3	-0.5	3	-1	0.4	8	7
O=c1[nH]c2cc3c(cc2cc1C(c1nnnn1CC1CCCO1)N1CCCCCC1)OCO3 (stereo not drawn)	1	-6	·	0.3	-2	-7	-0.1	0	9
O=C1C=C(c2ccc(Oc3ccccc3)cc2)C[C@@H](c2ccc3c(c2)OCO3)C1	·	-2	·	1.1	-6	-2	1.9	4	-7
COc1ccc(OC)c(CNC(=O)c2c3c(nc4ccccc24)C(=O)N(C2CCCCC2)C3)c1	19	-6	-61*	-0.7	-4	-11	0.3	1	·
Cc1ccc(N2C(=O)/C(=C/c3ccco3)SC2=S)cc1	15	-1	-37	-0.2	-6	·	·	-1	·
Cc1cc(S(=O)(=O)Nc2nc(CN3CCOCC3)nc3sc4c(c23)CCC4)cc(C)c1C	-3	14	-6	0.2	3	7	-0.5	5	-6
COc1ccc(C(C)=O)cc1CSc1ccccn1	-5	3	12	-1.0	6	-5	-0.2	-1	-3
Cc1c(C(=O)N2CCCCC2)c(S(=O)(=O)Nc2cccc(Br)c2)c(C)n1C	0	-8	1	-0.9	-4	18	0.4	1	9
NNCCc1ccccc1	-8	-1	-7	-0.3	-4	-1	-1.1	2	-16
NC(=O)CC(NC(=O)Cc1ccc(Cl)cc1)c1ccc(NC2CCCCCCC2)c([N+](=O)[O-])c1 (stereo not drawn)	15	11	·	0.3	0	·	·	-1	·

Single records (already shown). Values in the order: D1 antagonist, TRHR enhancer, RXFP1 antagonist, TRHR ag, D1 PAM, D2 potentiator, D2 agonist, D1 ag, D2 antagonist
Profile of `NNCCc1ccccc1` : -8, -1, -7, -0.3, -4, -1, -1.1, 2, -16
Profile of `O=c1[nH]c2cc3c(cc2cc1C(c1nnnn1CC1CCCO1)N1CCCCCC1)OCO3` (stereo not drawn) : 1, -6, ·, 0.3, -2, -7, -0.1, 0, 9

Other entries
Molecule	D1 antagonist	TRHR enhancer	RXFP1 antagonist	TRHR ag	D1 PAM	D2 potentiator	D2 agonist	D1 ag	D2 antagonist
O=C(NCc1ccccn1)Nc1cccc(NC(=O)NCc2ccccn2)c1	5	-1	-6	0.2	10	-5	0.3	1	5
CC(=O)Nc1ccc(S(=O)(=O)NC2(C(F)(F)F)C(=O)NC(C)=C2C#N)cc1 (stereo not drawn)	-3	4	-9	3.0	-1	-1	1.7	2	0
COc1cc2nc(SCC(=O)Nc3ccc(F)cc3)n3nc(CCn4c(C)nc5ccccc54)nc3c2cc1OC	2	0	·	-0.6	1	13	-0.1	3	·
O=C(COC(=O)Cc1ccccc1F)Nc1cccc(S(=O)(=O)NC2=NCCCCC2)c1	0	-3	-8	-1.1	0	-1	-0.2	-2	-11
Cc1ccc(C)c(N2CCN(C(=O)CCCCCn3c(=S)[nH]c4ccc(N5CCOCC5)cc4c3=O)CC2)c1	-6	-7	-10	-0.6	0	-9	0.1	2	-7
C/C(Cn1nnc([N+](=O)[O-])n1)=N\NC(=O)c1ccccc1	-18	-3	3	-0.3	-3	2	0.7	0	-7
O=C(CN1CCN(c2ncccn2)CC1)NCc1ccc2c(c1)OCO2	1	1	-8	-2.3	-3	-23	56*	0	37*
Cc1nn(-c2ccccn2)c(C)c1Oc1ccccc1O	24	4	-1	-0.3	-8	15	0.9	6	-13
COc1ccc(C(=O)Nc2c(Cl)cc(Cl)cc2C(=O)NCCN2CCOCC2)cc1	-15	-2	-9	0.7	-2	-27	-0.3	2	-2
Cc1cccc(Nc2c(-c3cccs3)nc3nc(C)cc(C)n23)c1	10	12	-7	-0.4	0	-7	-0.4	8	·
O=C(Cn1cnc2c(nnn2Cc2ccc(F)cc2)c1=O)NCc1ccc2c(c1)OCO2	-2	3	6	-0.4	1	6	-0.7	-1	-8
COC(=O)CCSc1nccn1Cc1ccccc1	3	5	-7	-0.1	-2	-2	0.5	0	-22
CCN(CC)C(=N)/C(C#N)=N/Nc1ccccc1	12	-4	-8	0.1	1	-3	-1.8	3	12
Cc1ccc2c(c1)c(C)cc(=O)n2CCC(=O)O	-6	25	-28	0.3	-2	8	0.2	1	-16
Cc1ccc(CNS(=O)(=O)c2c(C)[nH]c(=O)[nH]c2=O)cc1	-11	-3	2	0.3	-2	5	0.9	3	-5
Cc1nc2ccccc2c(=O)n1-c1ccc(NC(=O)c2ccccc2[N+](=O)[O-])cc1	·	-4	·	0.1	-1	-3	-0.5	2	·
CN1C(=O)CC(Nc2cccc3cccc(N)c23)C1=O (stereo not drawn)	17	3	3	-0.3	3	2	-1.3	5	-2
COc1ccc(NC(C)=O)cc1NC(C)C(=O)Nc1cc(C(F)(F)F)ccc1N1CCOCC1 (stereo not drawn)	-11	1	0	0.0	-1	-3	1.8	0	3
O=S(=O)(c1cccc2nsnc12)N1CCN(Cc2ccccc2)CC1	0	-15	-23	-0.5	-1	-15	-0.2	1	2
CCOc1ccccc1N(CC(=O)Nc1cccc(OC)c1)S(=O)(=O)c1ccccc1	-1	8	-1	0.0	-3	9	0.1	5	-5
CN1CCC(=C2c3ccccc3C(O)c3ccccc32)CC1 (stereo not drawn)	-79*	18	-8	-1.1	-8	7	-2.0	19	-11
Cc1cccc(C(=O)NCCN2CCCC2)c1	-1	18	-11	1.1	3	-7	-0.1	0	1
C[C@]12CC[C@@H]3c4ccc(OS(=O)(=O)O)cc4CC[C@H]3[C@@H]1CCC2=O	22&7	-2&-5	·	0.3&-0.1	2&-3	-5	-0.4	3&-1	6
O=C(COC(=O)c1cccc(NC(=O)c2ccc(Br)cc2)c1)c1ccc(Cl)cc1	9	4	-12	0.1	-2	13	0.5	8	·
O=C(NN(C(=O)c1ccccc1)c1ccccc1)c1ccccc1	10	0	1	-0.4	0	2	-0.8	4	5
CCN(CC)CCCn1c2c(c(SCC(=O)Nc3cc(C)on3)nc1=O)CCC2	16	-5	6	0.6	-4	3	0.1	2	11
Cc1ccc(S(=O)(=O)Nc2ccc3oc(=O)sc3c2)c(C)c1	-17	-1	-15	-1.6	-8	12	-0.1	29	-15
O=C(N/N=C/c1ccc(O)cc1O)c1ccc(NC(=O)C2CCCCC2)cc1	9	-4	-3	0.1	-9	17	-1.9	3	-8
COC(=O)C1CCCN1S(=O)(=O)c1ccc2ccccc2c1 (stereo not drawn)	0	6	5	-0.4	0	2	-0.5	2	-4
CCN(CC)c1ccc(/C=C2\SC(N)=NC2=O)cc1	8	27	-9	29	0	8	10.0	60*	4

Sorted by length of the SMILES (descending): part of the list above.
Molecule	D1 antagonist	TRHR enhancer	RXFP1 antagonist	TRHR ag	D1 PAM	D2 potentiator	D2 agonist	D1 ag	D2 antagonist
O=C(N/N=C/c1ccc(O)cc1O)c1ccc(NC(=O)C2CCCCC2)cc1	9	-4	-3	0.1	-9	17	-1.9	3	-8
CN1CCC(=C2c3ccccc3C(O)c3ccccc32)CC1 (stereo not drawn)	-79*	18	-8	-1.1	-8	7	-2.0	19	-11
CCN(CC)c1ccc(/C=C2\SC(N)=NC2=O)cc1	8	27	-9	29	0	8	10.0	60*	4

Continuation:
Molecule	D1 antagonist	TRHR enhancer	RXFP1 antagonist	TRHR ag	D1 PAM	D2 potentiator	D2 agonist	D1 ag	D2 antagonist
CCOc1cccc(OCCNC2CCCC2)c1	14	-2	-2	-0.1	-1	-11	-0.1	1	29
Cc1cccc(CSc2nnc(C)c(=O)n2N)c1	-17	7	0	-0.8	-5	10	1.1	0	-10
CC(C)N1C[C@@]23C=C[C@@H](O2)C(C(=O)OCc2ccccc2)[C@H]3C1=O (stereo partly drawn)	-2	-1	-8	0.2	-2	-5	0.7	2	3
COc1ccccc1CNC(=O)C1CC(c2cccc([N+](=O)[O-])c2)=NO1 (stereo not drawn)	11	-3	·	-0.7	-6	5	-0.5	3	-1
CC1CCC(NC(=O)c2ccc(NC(=O)CC3SC(N4CCCC4)=NC3=O)cc2)CC1 (stereo not drawn)	-4	5	-2	0.2	-3	1	0.2	2	-8
N#CCC(=O)N/N=C/c1ccc(OC2CSC2)cc1	-1	10	-2	0.0	0	0	-0.9	-1	-7
O=c1sc2ccccc2n1CCOc1ccccc1	-4	1	-4	-0.3	-9	-2	0.9	3	-10
CCOC(=O)c1cc(C)[nH]c(=S)c1C#N	-3	-1	-3	-0.7	1	-7	0.0	-1	-20
O=C(O)c1ccccc1C(=O)NCc1ccc2c(c1)OCO2	-23	2	15	-0.5	-7	9	-0.9	1	4
CCCC(CCC)C(=O)NNc1cc(=O)c2c(=O)n(C)c(=O)n(C)c2[nH]1	0	-3	·	0.1	-4	1	0.1	1	5
Cc1ccccc1C(=O)NCC(=O)OCCOc1ccc(C(C)C)c(C)c1	-7	-2	-13	1.1	-11	0	0.1	1	-1
COc1cc(C(=O)N(Cc2ccc(C(C)C)cc2)C2CCS(=O)(=O)C2)cc(OC)c1OC (stereo not drawn)	-8	-5	-22	1.5	1	-10	0.0	-1	·
Cc1ccc(NC(=O)c2ccc(OC(=O)COc3ccc(Cl)cc3C)cc2)cc1	12	13	1	0.7	-2	-5	0.0	6	-9
COc1ccc(OC)c(CNC(=O)c2cc3c(Cl)nc4ccccc4c3s2)c1	-7	2	·	0.4	1	2	-0.2	2	·
O=[N+]([O-])c1ccc(S(=O)(=O)NCC(c2cccnc2)N2CCOCC2)cc1 (stereo not drawn)	-4	5	15	0.1	0	-6	-0.1	2	6

Source: PubChem (National Center for Advancing Translational Sciences (NCATS))
